Source: PubChem BioAssay
CD11b adhes enh: CD11b/CD18-fibrinogen binding enhancement. P05107+P11215. K562 CD11b/CD18 adhesion to fibrinogen, ATPlite luminescence. activation, % at 10 µM. 93,000 tested, 0.07% active. AID 1499;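 active means 10 µM primary screen giving 50% or more activity, confirmed by 40% or more on retest at that dose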; further: strong numbers were not always called active
H69AR growth 86K: blocks growth of human H69AR lung tumor cells; viability, % at 10 µM; AID 598; H69AR lung tumor viability, ATP luminescence, 72 h; hits give low values; 85,000 tested, 6% active;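 active means viability at or below 40%; inactive means viability above 40%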;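 further: multidrug resistant small cell line overexpressing MRP-1 efflux transporter; 100% = mean luminescence of untreated control wells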
ERa coact inh: ER-alpha (human) coactivator binding inhibition. TR-FRET ER-alpha LBD / SRC-1 peptide, estradiol-bound. 86,000 tested, 1.7% active. P03372. inhibition, % at 25.6 µM; in the data active means inhibition above about 50%;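 further: 0% = receptor plus peptide control and 100% = peptide only without receptor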
Target sequence (P03372 whole entry, looked up, the tested form may be a part): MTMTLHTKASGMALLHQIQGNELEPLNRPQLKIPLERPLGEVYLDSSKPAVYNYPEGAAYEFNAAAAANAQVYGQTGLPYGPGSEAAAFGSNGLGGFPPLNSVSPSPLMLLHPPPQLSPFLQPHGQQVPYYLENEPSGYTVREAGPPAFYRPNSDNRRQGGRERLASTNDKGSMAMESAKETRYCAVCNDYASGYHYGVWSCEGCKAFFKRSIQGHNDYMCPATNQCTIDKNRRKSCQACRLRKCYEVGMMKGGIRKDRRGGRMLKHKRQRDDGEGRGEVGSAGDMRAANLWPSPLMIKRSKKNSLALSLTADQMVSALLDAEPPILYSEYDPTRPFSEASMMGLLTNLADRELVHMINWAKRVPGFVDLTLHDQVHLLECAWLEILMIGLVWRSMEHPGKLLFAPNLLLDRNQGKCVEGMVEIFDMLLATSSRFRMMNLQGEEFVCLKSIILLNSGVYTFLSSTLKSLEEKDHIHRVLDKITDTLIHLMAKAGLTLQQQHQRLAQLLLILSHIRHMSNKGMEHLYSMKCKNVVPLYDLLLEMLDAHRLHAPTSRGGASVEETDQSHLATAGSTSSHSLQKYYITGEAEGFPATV
Fibroblast inh: blocks proliferation of human lung fibroblasts; LL 47 human lung fibroblast viability, ATP luminescence; hits give low values; viability, % at 10 µM; 85,000 tested, 1.1% active;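 active means viability at or below 50% in the single dose screen; inactive means viability above 50%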;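 further: compound exposure lasted 72 h before the ATP readout; 100% = median luminescence of untreated cell-only wells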
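Test system: LL 47 human lung fibroblasts; Quantity: 1,150 cells/well; Buffer or medium: IMEM plus 15% FBS; Dosing: tenfold compound dosing solution, DMSO at 0.1%; Timing: overnight cell rest, 72 h compound treatment at 37 °C; Detection: ATP-based CellTiter-Glo luminescent readout; Read-out basis: viability percentage against median untreated-cell control; Controls: cell-only wells, no compound.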
HUVEC inhibit: blocks proliferation of human endothelial cells; HUVEC proliferation, CellTiter-Glo luminescence, 72 h; hits give low values; viability, % at 10 µM (by protocol); 86,000 tested, 1.1% active; AID 648;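 active means viability at or below 30%; inactive means viability above 30%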;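 further: 100% = median luminescence of DMSO-only cell control wells on each plate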
CD11b adhes inh: inhibitors of human CD11b/CD18 binding to fibrinogen; inhibition, % at 10 µM; P05107+P11215; 93,000 tested, 0.54% active; K562 CD11b/CD18 adhesion to fibrinogen, ATPlite luminescence; Mn2+ added to activate the integrin;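 active means primary inhibition of 50% or more at 10 µM, then 40% or more on retest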; further: some results filed as inactive read as strong as hits
CYP2C19 activ: increases human CYP2C19 enzyme activity. activation factor at 5 µM. 96,000 tested, under 10 active. recombinant CYP2C19, luciferin-H EGE luminescence; hits give high values; 0 = fully inhibited enzyme, 1 = untreated enzyme. P33261. AID 1025;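 active means activation factor of at least 2 at 5 µM in the primary screen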;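 further: 0 = wells with 2.5 mM tranylcypromine and 1 = vehicle-only wells; values of inactives mirror those of a sister screen read the other way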
Target sequence (P33261 whole entry, looked up): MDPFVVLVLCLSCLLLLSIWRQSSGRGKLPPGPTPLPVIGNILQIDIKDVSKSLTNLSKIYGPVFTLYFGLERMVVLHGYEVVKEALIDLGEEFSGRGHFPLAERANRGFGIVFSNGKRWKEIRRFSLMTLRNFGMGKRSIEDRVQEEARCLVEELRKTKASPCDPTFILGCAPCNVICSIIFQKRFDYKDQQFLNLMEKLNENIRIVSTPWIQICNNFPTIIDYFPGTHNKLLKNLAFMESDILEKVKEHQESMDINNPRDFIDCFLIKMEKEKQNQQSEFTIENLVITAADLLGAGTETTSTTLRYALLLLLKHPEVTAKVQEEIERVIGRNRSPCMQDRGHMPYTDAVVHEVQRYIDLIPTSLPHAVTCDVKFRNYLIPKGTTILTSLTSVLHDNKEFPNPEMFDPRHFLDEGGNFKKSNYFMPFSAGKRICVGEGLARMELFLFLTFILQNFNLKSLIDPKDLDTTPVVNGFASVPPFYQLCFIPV
CYP2C19 inhib: blocks human cytochrome P450 2C19; CYP2C19 Supersomes, luciferin-H EGE luminescence, 30 min; inhibition, % at 5 µM; 96,000 tested, 21% active;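 active means CYP2C19 inhibition above a set limit at 5 µM in the primary screen, cut at about 50% in these data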;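 further: plate controls were negative control wells for no effect and 2.5 mM tranylcypromine positive control for full effect; values of inactives mirror those of a sister screen read the other way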
ERa coact pot: ER-alpha (human) coactivator binding potentiation. AID 639. coactivator binding (% of control), % at 25.6 µM. TR-FRET ERalpha-LBD/SRC-Cy5 coactivator binding, 2 h; 100 = basal binding, no effect. 86,000 tested, 1.3% active; in the data active means activity above about 200%;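 further: binding measured in presence of low estradiol as agonist stimulus; 0% = peptide alone without receptor and 100% = receptor with peptide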
* hit, by the source's call; / = not tested or not shown; [ ] = dose if it differs, or a comment.

SMILES	CD11b adhes enh	H69AR growth 86K	ERa coact inh	Fibroblast inh	HUVEC inhibit	CD11b adhes inh	CYP2C19 activ	CYP2C19 inhib	ERa coact pot
O=C(C1CCN(S(=O)(=O)N2CCC3(CC2)OCCO3)CC1)N1CCC(Cc2ccccc2)CC1	/	71	3	99	108	/	0.4	58*	91
COc1ccc(NC(=O)c2cccc(N3C(=O)NC4CC3(C)Oc3ccccc34)c2)cc1 (stereo not drawn)	-3	85	-4	97	98	-15	0.1	89*	99
O=C(Nc1ccc(N2CCOCC2)cc1)C1CCCCC1	-4	/	/	/	/	-8	1.2	-16	/
CCn1c(SC(C)C(=O)O)nc2sc3c(c2c1=O)CCC3 (stereo not drawn)	27	78	93*[fluorescence artefact?]	106	97	-9	1.1	-5	3[fluorescence artefact?]
CCc1cc2cc(C)ccc2nc1SCC(=O)Nc1cc(C)on1	/	63	13[fluorescence artefact?]	93	85	/	/	/	127[fluorescence artefact?]
CCN(CC)S(=O)(=O)c1cccc(-c2cn3cc(C)ccc3n2)c1	0	40	-8	93	83	-1	0.4	61*	91
COc1cccc(C(c2nnnn2Cc2ccccc2)N2CCN(C3CCCC3)CC2)c1OC (stereo not drawn)	1	20*	1[fluorescence artefact?]	102	87	8	1	4	105[fluorescence artefact?]
CCOc1ccccc1NC(=O)CSc1nccn1-c1ccccc1	/	73	-41	89	92	/	0.3	67*	95
COC(=O)c1[nH]c2cc(OC)ccc2c1N	-1	103	9	94	94	6	0.8	22	100
COc1cccc(OC)c1C(=O)Nc1nc2ccc(S(C)(=O)=O)cc2s1	-4	94	-8	101	88	6	1	2	103
O=C1CSC(c2cccc(F)c2)N1c1ccccc1F (stereo not drawn)	4	96	-3	98	98	49	0.7	33	105
Cc1ccc(-c2nc3ccc(NS(=O)(=O)c4ccccc4)cc3[nH]2)o1	-4	104	5	100	79	-34	0	100*	107
O=S(=O)(NC1CCCCC1)c1ccc(F)c2ccccc12	-1	87	-3	92	82	11	0.7	26	91
COc1cccc(NC(=S)NN2CCN(C)CC2)c1	-3	/	/	/	/	-3	1.1	-8	/
CCN(CC)/C(=N/O)NC(=O)NS(=O)(=O)c1ccc(C)cc1	9	95	-4	99	104	-5	1.1	-10	106
CCc1c(O)nc(SCC(=O)N2CCOCC2)n(-c2ccccc2)c1=O	8	105	-11	96	99	-23	1.1	-10	93
O=C(O)CCCC(=O)Nc1ccc(Br)cc1C(=O)O	/	96	-4	110	99	/	/	/	81[fluorescence artefact?]
O=C(c1ccccc1F)N(Cc1ccc2c(c1)OCO2)Cc1cc2cc3c(cc2n2nnnc12)OCO3	/	66	-4[fluorescence artefact?]	93	75	/	0.2	78*	153[fluorescence artefact?]
CCOc1ccc(-c2cc(C(=O)O)c3ccccc3n2)cc1	-5	87	3	93	95	41	1.3	-25	90
CCCn1c(SCC(=O)c2cc(OC)ccc2OC)nnc1C(C)C	-1	78	-22	92	81	-3	0.1	92*	112
CN(C)S(=O)(=O)c1ccc(Cl)c(C(=O)NCc2ccco2)c1	-4	91	2[fluorescence artefact?]	99	97	-19	0.7	34	110[fluorescence artefact?]
CCn1c(=O)n(CC)c2cc(S(=O)(=O)Nc3c(C)cccc3C)ccc21	-6	85	22[fluorescence artefact?]	92	99	-5	0.1	94*	80
Cc1cccc2c(=O)cc(C)n(CC(=O)N3CCOCC3)c12	-5	80	-11[fluorescence artefact?]	107	96	-16	0.7	32	106
CCOC(=O)c1cccc(NC(=O)Cn2cc3c(n2)CCC(C)C3)c1 (stereo not drawn)	4	90	0	99	87	14	0.7	29	107
COCC(C)n1c(SCC(=O)N2CCCCC2)nc2ccccc2c1=O (stereo not drawn)	0	94	-1	100	93	7	0.5	46	111
O=C(O)Cc1ccc(C(=O)c2ccccc2)s1	-3	92	-9	93	102	-1	0.8	18	102
Cc1c(C(N)=O)sc(N)c1C(=O)OC(C)C	1	88	-10	105	100	-7	0.8	21	91
C/C(O)=C(\C#N)c1nnc2n1CCCCC2	-3	95	0	97	101	1	1.2	-17	181
O=C(O)c1cc(-c2ccc(O)cc2)nc2ccccc12	-6	/	/	/	/	-6	1.1	-12	/
CCCn1c2c(c(O)c(C(=O)Nc3ncccc3C)c1=O)CCCC2	1	80	11[fluorescence artefact?]	93	97	4	0.9	6	114
Oc1ccc(C=Nc2cccc3ncccc23)c(O)c1	/	78	12[fluorescence artefact?]	101	83	/	1	-1	38[fluorescence artefact?]
CCOC(=O)c1cc2n(c1C)-c1ccccc1C2=O	-2	90	-5	103	81	0	0.8	18	108
O=C(c1ccco1)N1CCN=C1SCc1c(F)cccc1Cl	2	81	7	83	71	-8	0.8	18	74
O=c1cccc(-c2ccccc2)[nH]1	-1	96	-6	92	97	-17	1.1	-9	99
CS(=O)(=O)N(Cc1ccccc1)c1ccc(C(=O)NCC2CCCO2)cc1 (stereo not drawn)	-4	92	3	108	101	7	0.7	33	81
CCCC1(C(=O)OCC)NC(c2ccc(N(C)C)cc2)C2C(=O)N(c3ccc(OCC)cc3)C(=O)C21 (stereo not drawn)	-2	90	-9	97	108	-5	0.3	74*	107
O=C(NC1CCCCCC1)c1cccc(N2CCCC2=O)c1	-3	/	/	/	/	-8	0.4	57*	/
O=C(OCc1nnc(-c2ccccc2)o1)C1CCN(S(=O)(=O)c2cccs2)CC1	3	102	2[fluorescence artefact?]	103	93	-21	0.6	38	112
Cc1cc2ccccc2c(=O)n1CC(=O)NCC(=O)N1CCCC1	/	86	-2	100	94	/	1	-2	115
COC(=O)C1C(c2ccccc2)C(C(=O)OCc2ccco2)C1c1ccccc1 (stereo not drawn)	/	63	-5	87	88	/	/	/	53
Cc1ccc2c(c1)N(CC(=O)N(Cc1ccccn1)Cc1ccco1)C(=O)C(C(C)C)O2 (stereo not drawn)	/	35*	-2	97	97	/	/	/	90
COc1ccc(-c2nnc(SCC(=O)N3CCCC3)o2)cc1OC	/	99	-22	100	96	/	/	/	119[fluorescence artefact?]
Cc1cc(=O)[nH]c(SCn2nnc3ccccc3c2=O)n1	-1	95	-1	99	92	-2	1.1	-5	84
COc1cc2nc(CN(C)Cc3nc4ccccc4c(=O)[nH]3)[nH]c(=O)c2cc1OC	8	/	/	/	/	4	1.1	-8	/
CCS(=O)(=O)N1CCC(C(=O)N2CCOCC2)CC1	-2	83	-3	96	95	-33	0.6	36	113[fluorescence artefact?]
O=C(CSc1nc2ccccc2s1)NC1CCS(=O)(=O)C1 (stereo not drawn)	2	/	/	/	/	-32	0.7	28	/
CCN(CCNC(=O)c1ccc2nc(-c3ccccc3NC(C)=O)c(=O)[nH]c2c1)c1ccccc1	4	/	/	/	/	-4	0.6	44	/
COc1ccc2nc(SCC(=O)N3CCCCCC3)c(C#N)cc2c1	3	58	10[fluorescence artefact?]	95	77	32	0.9	9	108

3 compounds from above, reduced to CYP2C19 inhib, HUVEC inhibit and Fibroblast inh.
smiles	CYP2C19 inhib	HUVEC inhibit	Fibroblast inh
O=C(OCc1nnc(-c2ccccc2)o1)C1CCN(S(=O)(=O)c2cccs2)CC1	38	93	103
O=C(CSc1nc2ccccc2s1)NC1CCS(=O)(=O)C1 (stereo not drawn)	28	/	/
COc1ccc2nc(SCC(=O)N3CCCCCC3)c(C#N)cc2c1	9	77	95

(continued)
SMILES	CD11b adhes enh	H69AR growth 86K	ERa coact inh	Fibroblast inh	HUVEC inhibit	CD11b adhes inh	CYP2C19 activ	CYP2C19 inhib	ERa coact pot
COc1ccc(N(Cc2cc3cc(OC)ccc3[nH]c2=O)C(=O)c2cccnc2)cc1	-6	81	8	105	81	0	0.9	10	104
O=C(CN1CCN(c2ccccn2)CC1)Nc1ccc(Cl)c(C(F)(F)F)c1	-1	53	2	101	89	-9	1	4	103
CCOC(=O)c1ccc(N2C(=O)c3n[nH]c(C)c3C2c2cccnc2)cc1 (stereo not drawn)	2	/	0	95	90	8	0.7	30	115
COc1cccc(C(=O)NCc2nnc(SCC(=O)Nc3nccs3)n2-c2cccc(C)c2)c1	/	86	-17	93	85	/	/	/	101
C=CCn1c(COc2ccccc2)nnc1SCC(=O)Nc1ccc(S(N)(=O)=O)cc1	4	95	7	100	106	-12	0.6	38	125
O=C(CSc1nnc(NCc2ccccc2)s1)c1ccco1	1	85	-6	106	92	-1	0.4	62*	92
O=C(Nc1ccc(N2CCCC2)cc1)c1cccc(F)c1	1	43	33[fluorescence artefact?]	88	73	-29	0.8	18	60[fluorescence artefact?]
O=C(Nc1cccc(O)c1)c1cnn2cccnc12	2	79	7	96	90	-4	0.8	15	76
CCN(C(=O)Cc1c(C(=O)O)[nH]c2ccccc12)c1cc(OC)ccc1OC	0	/	/	/	/	40	1.2	-18	/
CC1CC(C)(C)N2C(=O)C3(Nc4ccccc4S3)c3cccc1c32 (stereo not drawn)	0	96	2	87	96	9	0.5	52*	87
C/C(O)=C\c1nc(=O)c2c(C)cc(C)nc2n1-c1ccccc1	1	59	22[fluorescence artefact?]	100	93	-17	1	3	297*[fluorescence artefact?]
Clc1ccc(COn2nnc3ccccc32)c(Cl)c1	-2	87	-7	86	88	10	0.4	64*	92
N#Cc1ccc(CSc2nnc(-c3ccccn3)n2-c2ccccc2)cc1	-7	68	-9	90	85	5	0.2	78*	100[fluorescence artefact?]
CCC1CCCCN1C(=O)CSc1nnc(CNC(=O)c2ccco2)o1 (stereo not drawn)	-1	98	-1	107	100	-22	0.9	6	107
CCn1c(=O)cc(OCC(=O)N2CCCC2)c2ccccc21	-2	95	-2	98	90	-4	1.1	-11	121
Cc1cc(C)c2nc(SC(C)C#N)cc(C)c2c1 (stereo not drawn)	-4	31*	-3	96	93	-4	1	-4	179
CC(C)(NC(=O)N1CCOCC1)c1cccc(C(C)(C)NC(=O)N2CCOCC2)c1	/	105	-8	101	89	/	/	/	95
COc1ccc(COC(=O)c2n[nH]c3ccccc23)cc1F	-3	82	-1	97	91	-42	0.4	57*	75
COc1ccc2c(c1)N(C)/C(=C1/SC(=NCc3ccccc3)N(c3ccccc3)C1=O)S2	39	/	/	/	/	-13	0.9	8	/
O=C1CN(C(=O)COC(=O)c2oc3ccccc3c2COc2ccccc2)c2ccccc2N1	-1	/	/	/	/	10	0.9	5	/
CCOC(=O)Cn1c(=O)c2c(nc(Br)n2Cc2ccccc2)n(C)c1=O	3	93	-1	95	103	52	0.8	20	114
CC1(C)CC(=O)c2cc(C(=O)NCc3ccco3)c(=O)n(-c3ccc(Cl)cc3)c2C1	5	59	-3	48*	93	-12	1	0	80
CC(C)Cn1c(-c2cccs2)nc2ccccc21	-4	91	-5	88	106	4	0.7	31	85
COc1ccccc1-n1c(SCC(=O)NC2CCCC2)nc2cccnc21	-3	93	19[fluorescence artefact?]	106	95	-7	0.8	16	89
CNC(=O)COC(=O)c1cc2c(C)nn(-c3ccc(F)cc3)c2s1	/	88	-2	94	82	/	1	0	105
Cc1nc2ccccc2c(=O)n1CCCn1ccnc1	-1	99	-8	100	92	-6	0.5	51*	119
